Screens deposited in PubChem BioAssay by several laboratories.
Rpn11 inh – inhibitors of human proteasome Rpn11. human 26S proteasome, Ub4-pepOG fluorescence polarization; 20S core pre-blocked with epoxomicin. calls only at 20 µM. 0.59% of 360,000 active;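 active means inhibition at 20 µM, scaled to each plate's controls, above about 33%, limit read from the data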
Target sequence (O00487 whole entry, looked up): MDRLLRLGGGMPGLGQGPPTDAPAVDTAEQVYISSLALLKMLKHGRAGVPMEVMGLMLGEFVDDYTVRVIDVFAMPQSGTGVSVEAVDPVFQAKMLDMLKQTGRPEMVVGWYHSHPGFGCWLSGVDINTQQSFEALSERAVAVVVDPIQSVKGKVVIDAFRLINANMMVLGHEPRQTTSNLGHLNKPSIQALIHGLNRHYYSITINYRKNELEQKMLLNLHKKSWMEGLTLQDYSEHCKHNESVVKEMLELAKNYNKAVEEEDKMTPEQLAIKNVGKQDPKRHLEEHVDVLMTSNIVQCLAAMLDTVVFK
FAS TE block – blocks the thioesterase domain of human fatty acid synthase; inhibition, % at 15 µM; P49327; AID 602261; recombinant FAS-TE, OMFH fluorogenic substrate, fluorescence endpoint; 0.67% of 360,000 active;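 active means compounds whose normalised, plate-corrected inhibition of enzyme fluorescence in the single-dose primary screen is 50% or more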;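 further: 0% = DMSO with enzyme and 100% = substrate without enzyme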
MT1-MMP act inh – inhibitors of human MT1-MMP activation | 0.061% of 360,000 active | AID 651647 | P50281 | HT1080 RFP-PRO-GFP cells, GFP/RFP ratio fluorescence, overnight; percent of plate control window, DMSO zero | GFP/RFP ratio change, % at 20 µM;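 active means GFP/RFP ratio change of at least 30% with cell ATP level not reduced by more than half and red fluorescence within 50% of control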; further: strong numbers were not always called active
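Assay system: HT1080 cells carrying an RFP-PRO-GFP reporter | Dosing: Single dose of 20 µM compound, 1% DMSO final | Incubation: Cells overnight before dosing, compound overnight, 37 °C, 5% CO2 | Evaluation: GFP/RFP fluorescence ratio | Control set: DMSO and RFP-L50D-GFP cell wells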
eLon inh – E. coli protease La inhibition; P0A9M0; purified E. coli Lon protease, fluorescence polarization; inhibition, % at 7.94 µM; 0.42% of 360,000 active; AID 602123; in the data active means inhibition above about 13%, passing the limit was not always enough;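 further: 0% = enzyme with probe and DMSO and 100% = no enzyme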
Target sequence (P0A9M0 whole entry, looked up): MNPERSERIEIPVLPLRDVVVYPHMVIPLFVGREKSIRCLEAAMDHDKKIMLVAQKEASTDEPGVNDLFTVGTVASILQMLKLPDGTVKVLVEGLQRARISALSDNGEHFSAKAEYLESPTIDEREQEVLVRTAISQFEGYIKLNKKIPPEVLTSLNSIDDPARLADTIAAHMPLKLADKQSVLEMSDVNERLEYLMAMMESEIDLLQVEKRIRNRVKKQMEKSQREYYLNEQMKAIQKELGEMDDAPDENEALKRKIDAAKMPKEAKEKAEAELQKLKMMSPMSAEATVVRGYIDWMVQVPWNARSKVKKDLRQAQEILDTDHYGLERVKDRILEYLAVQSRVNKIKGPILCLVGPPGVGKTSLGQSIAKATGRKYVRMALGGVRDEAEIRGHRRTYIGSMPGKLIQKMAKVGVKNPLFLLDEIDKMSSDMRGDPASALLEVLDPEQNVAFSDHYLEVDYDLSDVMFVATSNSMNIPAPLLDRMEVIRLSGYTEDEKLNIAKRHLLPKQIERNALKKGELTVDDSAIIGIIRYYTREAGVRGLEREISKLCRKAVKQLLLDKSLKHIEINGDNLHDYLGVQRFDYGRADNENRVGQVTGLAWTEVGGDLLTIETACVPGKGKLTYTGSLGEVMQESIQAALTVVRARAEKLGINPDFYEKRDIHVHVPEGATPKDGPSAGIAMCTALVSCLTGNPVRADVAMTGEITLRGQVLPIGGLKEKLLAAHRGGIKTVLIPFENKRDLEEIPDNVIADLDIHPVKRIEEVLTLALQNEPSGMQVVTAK
MLLE-PAM2 inh – blocks PAM2 peptide binding to the PABP1 MLLE domain. 0.36% of 360,000 active. GST-MLLE / FITC-PAM2 fluorescence polarization. inhibition, % at 20 µM. AID 588489; in the data active means inhibition above about 35%, passing the limit was not always enough;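 further: plate controls were DMSO wells with GST-MLLE for no effect and wells lacking GST-MLLE protein for full effect; some results filed as inactive read as strong as hits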
MsrA inhibitor – inhibits bovine methionine sulfoxide reductase A | purified bovine MsrA, absorbance read-out | inhibition, % at 15.5 µM | 0.75% of 360,000 active | AID 651718; in the data active means inhibition above about 4.5%;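 further: 0% = vehicle wells with enzyme and 100% = reference inhibitor wells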
MsrA act – activates bovine MsrA enzyme | purified bovine MsrA, absorbance read-out | activation, % at 10.6 µM | 0.3% of 360,000 active; in the data active means activation above about 7.5%;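 further: 0% = vehicle and 100% = reference activator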
Rin1 Abl inh – inhibitors of human Rin1-Abl protein interaction; P00519+Q13671; TR-FRET Rin1/Abl binding, biochemical; inhibition, % at 7.35 µM; 0.4% of 360,000 active; in the data active means inhibition above about 5%, passing the limit was not always enough
CSN deneddyl inh – blocks human CSN-mediated cullin deneddylation. inhibition, % at 12.5 µM. Purified CSN, SCF-Nedd8-OG deneddylation, fluorescence polarization. Q92905. 0.38% of 360,000 active;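 active means pattern-corrected inhibition above about 35%, with an unprinted fluorescence ratio check between 0.5 and 1.5, limit read from the data, passing the limit was not always enough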;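 further: 0% = enzyme with substrate and 100% = substrate without enzyme; some results filed as inactive read as strong as hits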
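Schedule: reaction 90 min, room temperature / Assay system: HEK293T-derived human Csn5 enzyme / Input: Csn5 at 0.24 nM final / Measure: inhibition of Csn5 cleavage, % / Control set: substrate-only high control, full reaction low control / Technique: fluorescence polarization of the substrate / Buffer or medium: Tris/NaCl/DTT buffer, pH 7.5 / Reagent: SCFSkp2-Nedd8OG substrate at 10 nM final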
Numbers without * were called inactive; i = inactive; . = not tested or not shown; + = active, no number; & = joins results of further samples.

SMILES	Rpn11 inh	FAS TE block	MT1-MMP act inh	eLon inh	MLLE-PAM2 inh	MsrA inhibitor	MsrA act	Rin1 Abl inh	CSN deneddyl inh
Cn1cc([N+](=O)[O-])c(C(=O)Nc2ccc(-c3nc4ccccc4o3)cc2)n1	i	-3	-23	-4	3	1.9	-7	-2	5
CCNc1nc(NC(C)C)nc(N(n2cnnc2)S(=O)(=O)c2ccc(C)cc2)n1	i	1	3	8	10	-0.1	-2	-3	-7
O=C1c2ccccc2NC(c2ccco2)N1/N=C/c1ccco1 (stereo not given)	i	0	1	4	8	0.9	-4	1	-18
CC(=O)Nc1ccc2nc(SCC(=O)N3CCOCC3)sc2c1	i	-2	1	3	21	0.5	0	8	99
O=C(c1ccccc1F)N1CCN(c2ccccc2F)CC1	i	-1	2	-8	5	-0.9	-3	2	1
Cc1cc(C)cc(NC(=S)N2CCC(NC(=O)c3ccccc3C)CC2)c1	i	-3	6	0	-68	0.4	-4	-1	-4
Cc1ccccc1-n1c(O)c(/C=N/N2CCCCC2c2cccnc2)c(=O)[nH]c1=O (stereo not given)	i	-12	.	-21	-38	-1.0	-14	4	-6
CSCC[C@H](NC(=O)OC(C)(C)C)C(=O)N/N=C/c1ccc2nccnc2c1	i	-5	-3	1	-6	2.2	-3	-2	-1
Cc1cc(C)cc(OCCCn2ccnc2)c1	i	-4	3	6	10	-0.7	0	2	1
COc1ccc(-c2cc(C(=O)Nc3cc(C)on3)no2)cc1OC	i	-4	2	4	-2	-0.8	-3	-4	7
CCOC(=O)N1CCC(NC(=O)c2cc3c(-c4ccc(Cl)cc4)nn(C)c3s2)CC1	i	-5	-3	13	-3	-0.8	-2	-1	-5
O=C(NCc1ccc(N2CCCC2=O)cc1)c1cn(CCc2ccccc2)nn1	i	-10	8	-2	3	-1.1	-11	3	-1

Of the compounds above, two have a halogen:
SMILES	Rpn11 inh	FAS TE block	MT1-MMP act inh	eLon inh	MLLE-PAM2 inh	MsrA inhibitor	MsrA act	Rin1 Abl inh	CSN deneddyl inh
O=C(c1ccccc1F)N1CCN(c2ccccc2F)CC1	i	-1	2	-8	5	-0.9	-3	2	1
CCOC(=O)N1CCC(NC(=O)c2cc3c(-c4ccc(Cl)cc4)nn(C)c3s2)CC1	i	-5	-3	13	-3	-0.8	-2	-1	-5

Other compounds
SMILES	Rpn11 inh	FAS TE block	MT1-MMP act inh	eLon inh	MLLE-PAM2 inh	MsrA inhibitor	MsrA act	Rin1 Abl inh	CSN deneddyl inh
CCOc1ccc(-c2nc(-c3ccccc3)no2)cc1OCC	i	21	-3	2	4	0.1	-1	-6	0
COc1ccc(-c2noc(CCC(=O)NCC3CCCO3)n2)cc1OC (stereo not given)	i	-3	4	-4	0	-0.1	-4	6	0
CCCCCCCC1(C)NC(=O)NC1=O (stereo not given)	i	-2	7	-11	-2	-0.8	-2	-6	-4
CC(C)(C)OC(=O)C[C@@H]1C/C=C\C[C@@H](CC(=O)N[C@H](CO)Cc2ccccc2)C(=O)NC[C@@H](c2ccccc2)OC1=O	i	-5	-4	-4	-2	0.1	-1	-4	0
Cc1ccc(CNC(=O)c2ccc(NS(=O)(=O)c3c(C)noc3C)cc2)cc1	i	-9	0	5	-12	-1.1	-6	1	-6
CCN(CC)C(=O)Cn1c(=O)n(CCCC(=O)NCc2ccccc2)c(=O)c2sccc21	i	-6	8	-4	-1	-0.5	1	0	-1
O=C(NCCN1CCN(c2ccccc2F)CC1)c1cccn2c(=O)c3ccccc3nc12	i	22	6	-7	-10	1.0	-3	1	-5
COc1ccc(/C=N/N2CCOCC2)cc1COc1ccc(Cl)cc1	i	21	-5	11	18	0.4	-10	0	-3
CC(c1cccs1)N(C(=O)Nc1ccccc1)C1CCCCC1 (stereo not given)	i	16	1	2	4	-1.2	-1	2	-2
O=C(Nc1ccc(NC(=S)NC(=O)c2cccs2)cc1)c1ccco1	i	4	4	-26	31	1.3	-2	0	28
Cc1ccc(NC(=O)CCCN2C(=O)C(c3ccccc3)Oc3cccnc32)c(C)c1 (stereo not given)	i	-8	0	2	8	-0.2	-3	-2	5
N#Cc1c(NC(=O)CSc2nnc(-c3ccncc3)n2CC2CCCO2)sc2c1CCCC2 (stereo not given)	i	0	2	4	7	0.2	1	-2	1
Cc1ccc([N+](=O)[O-])c(C(=O)N/N=C/c2cccnc2)c1	i	2	3	2	2	0.8	-4	3	-1
O=C(NCCCNC(=O)c1ccccc1Cl)c1cnccn1	i	-7	-1	5	-1	0.6	-2	1	3
CN(CCOC(=O)c1ccc2c(c1)OCCO2)Cc1ccccc1	i	0	1	-10	8	-1.3	-3	-1	4
Cc1cc(NC(=O)CN2CCN(c3ccccn3)CC2)ccc1Br	i	4	1	8	-4	-0.1	-5	0	2
Cn1c(=O)c2c(nc(CN3CCN(C(c4ccccc4)c4ccccc4)CC3)n2CCCO)n(C)c1=O	i	1	-1	-8	19	1.9	-2	0	1
CS(=O)(=O)N1CC2CCCN2c2cc(C(F)(F)F)ccc21 (stereo not given)	i	9	1	1	14	0.0	-3	0	-2
COc1ccccc1CNc1nc(NCCOc2ccccc2Cl)c2sccc2n1	i	16	-3	-8	-12	3.2	-1	-5	5
CCN(CC)C(=S)SSC(=S)N(CC)CC	i	0	7	-4	24	-0.8	4	1	4
COC(=O)c1ccc(CN2C(=O)C(Cc3ccccc3)ON=C2c2ncccc2C)o1 (stereo not given)	i	17	4	4	10	-0.5	-1	-4	3
Cc1ccc(S(=O)(=O)N2[C@@H](c3ccccc3F)C(C(=O)O)=CC[C@H]2c2cccs2)cc1	i	-3	1	-9	12	-0.6	-2	2	2
Cn1cnnc1Sc1cc(N2CCN(S(=O)(=O)c3ccc(Cl)c(Cl)c3)CC2)ccc1[N+](=O)[O-]	i	18	-4	0	-7	0.8	-2	-5	1
COc1cc(OC)c2c(c1)OC(c1ccc(OC)c(OC)c1)C(O)C2=O (stereo not given)	i	-6	-2	2	-2	-0.1	-11	-1	0
CCN1CC(CN(C)Cc2nc(-c3ccco3)oc2C)CC1=O (stereo not given)	i	-3	-1	5	-2	-0.7	-3	1	4
COc1cccc(NC(=O)C2C(c3ccccc3)C2(Cl)Cl)c1 (stereo not given)	i	28	6	-13	2	-1.6	-10	4	1
CC1(C)OC2CC3C4CCC5=CC(=O)CCC5(C)C4(F)C(O)CC3(C)C2(C(=O)CO)O1 (stereo not given)	i	-3	-5	1	9	-0.2	-2	-1	-9
O=C(Nc1ccc(F)cc1)c1ccccc1CC[N+](=O)[O-]	i	-2	2	9	8	-0.9	-3	-1	-1
COc1cc(Br)cc(/C=N/NC(=O)Cc2ccccc2)c1O	i	17	3	7	-1	0.3	-1	0	-1
CCN(CC)CCCNC(=O)/C(=C\c1cccn1C)NC(=O)c1cccs1	i	-10	9	-5	-10	4.5	-8	0	-6
CC(C)[C@H](N)C(=O)N[C@H]1CCC2C3CC=C4C[C@@H](O)CC[C@]4(C)C3CC[C@@]21C (stereo not given in full)	i	-7	-14	-13	-3	-0.3	-3	4	4
O=C(NCc1cccs1)C1CCC(=O)N(Cc2cccc(C(F)(F)F)c2)C1 (stereo not given)	i	-1	0	-5	-5	1.6	-12	2	1
CCOc1cc(Br)c(CC(=O)NC2CCCCCC2)cc1OCC	i	5	-9	1	-54	0.0	2	2	6
CC1SC(C)C(=O)N(CC(=O)Nc2ccc([N+](=O)[O-])cc2)C1=O (stereo not given)	i	5	2	1	-7	0.6	0	-2	-2
COc1ccccc1NC(=O)c1cc2c(CO)cnc(C)c2oc1=Nc1cc(OC)c(OC)c(OC)c1	i	0	4	-2	2	0.5	0	0	-3
Nc1nc2c(s1)C(=O)CC(c1ccccc1)C2 (stereo not given)	i	2	3	-9	9	1.3	-2	1	-3
CCOC(=O)CSc1nc2c(sc(=S)n2-c2ccccc2OC)c(=O)n1Cc1ccco1	i	26	-2	-3	38*	1.1	-5	-6	-2
CC(=O)c1c(C)oc2ccc(N(C(C)=O)S(=O)(=O)c3cccc4cccnc34)cc12	i	4	-18	2	-10	1.0	-4	-2	-8
C=CCNC(=O)c1onc(CSc2cccc3ccccc23)c1C(=O)O	i	-1	4	1	-4	0.1	-3	1	3
CCOC(=O)N1CCN(CC(=O)Nc2nc3ccc(OC)cc3s2)CC1	i	-3	-2	-11	7	0.1	-3	1	-3
NC(=S)NN=Cc1nccc2c(N)cccc12	i	-1	6	-3	27	1.5	3	1	27
Cc1cc(-c2ccc(S(=O)(=O)N(C)c3ccc(C)c(C)c3)s2)on1	+	25	-12	5	2	2.9	0	0	3
CCCN1CCC(NC(=O)Nc2ccccc2C(=O)OC)CC1	i	-6	-2	-6	-7	0.8	-1	0	-3
COc1ccc(/C=C2\N=C3CCCCCN3C2=O)cc1	i	-9	0	1	-11	1.7	2	0	0
COc1ccccc1CNC(=O)COC(=O)c1ccccc1-c1ccccc1	i	13	2	5	6	0.8	-9	3	-4
S=c1nc(-c2cc(Cl)cc(Cl)c2)[nH][nH]1	i	-11	-1	1	25	0.2	3	0	4
COc1ccc(-c2nc(SCC(=O)Nc3cccc(S(N)(=O)=O)c3)n[nH]2)cc1	i	-5	4	-2	-15	1.6	6	-2	4
O=C(CSc1nnc(Cn2nnc3ccccc32)o1)Nc1cccc(Cl)c1	i	4	4	-5	-6	0.6	-3	-1	1

Record cards, from the list above.
CCOC(=O)N1CCN(CC(=O)Nc2nc3ccc(OC)cc3s2)CC1 is entered as Rpn11 inh = i; FAS TE block = -3; MT1-MMP act inh = -2; eLon inh = -11; MLLE-PAM2 inh = 7; MsrA inhibitor = 0.1; MsrA act = -3; Rin1 Abl inh = 1; CSN deneddyl inh = -3
Cc1cc(-c2ccc(S(=O)(=O)N(C)c3ccc(C)c(C)c3)s2)on1 is entered as Rpn11 inh = +; FAS TE block = 25; MT1-MMP act inh = -12; eLon inh = 5; MLLE-PAM2 inh = 2; MsrA inhibitor = 2.9; MsrA act = 0; Rin1 Abl inh = 0; CSN deneddyl inh = 3

(continued)
SMILES	Rpn11 inh	FAS TE block	MT1-MMP act inh	eLon inh	MLLE-PAM2 inh	MsrA inhibitor	MsrA act	Rin1 Abl inh	CSN deneddyl inh
O=C(COC(=O)c1ccc(Cl)nc1)Nc1cccnc1Cl	i	-6	1	1	3	1.3	-5	1	-4
COCCOC(=O)C1=C(C)Nc2nc(C)nn2C1c1ccc(F)cc1 (stereo not given)	i	-6&-8	1&-1	-5&3	-4&-3	0.0&0.0	-4&-3	0&-4	2&0
CC1CCN(CC(=O)Nc2cc(C(F)(F)F)ccc2Cl)CC1	i	-5	-1	-1	-2	-0.1	2	4	0
Cc1cc(Cl)ccc1OCCCC(=O)NCCc1nnc2ccccn12	i	-7	2	10	14	0.0	0	-1	-7
CC(=O)Nc1ccc(CNc2nc(NCC3CC3)nc3ccsc23)cc1	i	-2	2	2	5	1.4	1	7.2*	5
O=C(NCCCN1CCN(c2ccccc2F)CC1)C1CC(=O)N(C2CCCC2)C1 (stereo not given)	i	-6	4	-9	-10	0.1	0	7	-3
CO/N=C/NC(=O)c1c(OC)ccnc1Oc1ccccc1	i	-11	4	-4	5	0.7	-11	2	10
Cn1c(CCN2CCOCC2)nc2cc(NS(=O)(=O)c3ccccc3)ccc21	i	-3	4	-14	13	0.5	-2	-4	5
COC(=O)[C@H]1C[C@@H]1[C@H](NS(=O)(=O)c1ccc2ccccc2c1)c1ccccc1	i	2	-5	-9	-5	0.0	0	-1	3
O=C1CCCC/C1=N\Nc1ccc(OCc2ccccc2)cc1	i	5	-1	-13	15	-1.6	-4	0	-1

This is a random part of the collection; any-hit rate near 3.7%.
